M1 agonist: M1 muscarinic receptor agonists, primary screen, CHO-M1 cells, Fluo-4 calcium, agonist mode. Muscarinic acetylcholine receptor M1. B-score at 10 µM. Fluo-4 calcium fluorescence; active compounds read high. 3% of 64,000 active;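 active = fluorescence rise, raw or as B-score row- and column-corrected plate score, outside the 99.7% band of its plate's samples, either direction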
Jurkat viability: cytotoxicity toward Jurkat T cells, primary screen, cytotoxicity control, cell-based, Jurkat E6.1, 60K MLSMR library; Jurkat E6.1 viability, ATP luminescence, 48 h; 1.2% of 56,000 active; inhibition, % at 4 µM;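 active = inhibition above the mean inhibition of all tested compounds plus 3 SD, cut at about 28% in these data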
NADH coupling: inhibitors of PK/LDH coupling enzymes, profiling panel, artefact control, biochemical, MLSMR library; coupled PK/LDH NADH assays, four targets; IC50, µM (series often up to 10 µM), for inactives: at the top dose inhibition; AID 774, 2007; 0.02% of 65,000 active;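 active = single-dose screening hits from any of four coupled enzyme assays that gave an IC50 when retested across doses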;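 also: the DPM-DC format reads NADH fluorescence rather than 340 nm absorbance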
D1 allo mod: D1 CRE-luciferase signal change, two-sided – cell-based, HEK293 D1, dopamine EC30, D1 allosteric modulator project, primary screen; 5.9% of 58,000 active; D(1A) dopamine receptor (Homo sapiens), P21728; dopamine EC30 potentiation; actives deviate in either direction; B-score at 10 µM; AID 641, 2007;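 active = luminescence count or its row- and column-corrected plate score outside the 99.7% band of the plate's sample wells, on either side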
Target sequence (P21728 whole entry, looked up): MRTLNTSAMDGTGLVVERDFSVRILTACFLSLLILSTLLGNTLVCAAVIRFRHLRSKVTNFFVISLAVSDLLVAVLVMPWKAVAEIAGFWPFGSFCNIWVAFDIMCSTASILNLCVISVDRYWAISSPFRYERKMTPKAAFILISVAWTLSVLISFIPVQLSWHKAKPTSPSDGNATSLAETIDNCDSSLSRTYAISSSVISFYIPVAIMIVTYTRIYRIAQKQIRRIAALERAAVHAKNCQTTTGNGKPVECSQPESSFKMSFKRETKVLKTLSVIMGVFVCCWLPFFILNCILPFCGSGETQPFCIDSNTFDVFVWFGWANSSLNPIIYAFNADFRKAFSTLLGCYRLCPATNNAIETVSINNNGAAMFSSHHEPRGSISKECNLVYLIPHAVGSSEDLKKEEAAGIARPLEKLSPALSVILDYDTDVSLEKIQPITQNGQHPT
M1 antagonist: antagonists of rat M1 muscarinic receptor | 3.4% of 64,000 active | B-score at 10 µM | AID 628, 2007 | CHO-M1 cells, Fluo-4 calcium, ACh EC80 antagonist mode; active compounds read low;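 active = calcium fluorescence response, raw or row-and-column corrected B-score, differing from the plate sample mean either way at a set confidence level, mostly lower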
TNAP act mid DEA: human TNAP enzyme activators, primary screen, biochemical, luminescent, intermediate phosphate acceptor level; purified TNAP, CDP-star luminescence, 100 mM DEA, 30 min; active compounds read high; scale: 0 levamisole-inhibited, 1 vehicle-only enzyme; AID 813, 2007; activation factor at 20 µM; 64,000 tested, under 10 active; Alkaline phosphatase, tissue-nonspecific isozyme (Homo sapiens), P05186;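 active = activation factor of at least 2 at 20 µM, relative to controls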
Target sequence (P05186 whole entry, looked up): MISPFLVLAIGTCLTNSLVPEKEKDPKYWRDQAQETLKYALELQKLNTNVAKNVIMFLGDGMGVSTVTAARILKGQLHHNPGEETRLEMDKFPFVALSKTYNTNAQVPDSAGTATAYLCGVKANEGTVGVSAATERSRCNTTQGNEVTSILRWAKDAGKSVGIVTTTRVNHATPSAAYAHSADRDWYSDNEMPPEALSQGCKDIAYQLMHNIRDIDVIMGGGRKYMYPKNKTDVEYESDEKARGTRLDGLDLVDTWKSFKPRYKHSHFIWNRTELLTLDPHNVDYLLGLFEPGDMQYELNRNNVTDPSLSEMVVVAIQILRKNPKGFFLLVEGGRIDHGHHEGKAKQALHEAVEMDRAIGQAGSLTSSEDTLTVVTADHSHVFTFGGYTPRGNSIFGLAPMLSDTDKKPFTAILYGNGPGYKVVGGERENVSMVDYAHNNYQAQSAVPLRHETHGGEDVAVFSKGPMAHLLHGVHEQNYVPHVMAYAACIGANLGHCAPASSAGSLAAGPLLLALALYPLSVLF
tolC growth inh: growth inhibitors of E. coli tolC mutant, primary screen, strain BW25113 ΔtolC::kan, 384-well. OD615. growth inhibition, % at 10 µM (by protocol). 2.2% of 65,000 active. AID 573, 2007;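 active = growth inhibition at or above a cutoff equal to the mean over every tested compound plus 3 SD, cut at about 60% in these data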;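 also: growth measured after 20 h incubation at 37 °C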
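Doses: one dose of 10 µM final / Material: E. coli BW25113 ΔtolC::kan, tolC deletion mutant strain / Buffer or medium: LB with kanamycin 50 µg/mL / Evaluation: percent growth inhibition / Detection: optical density read at 615 nm / Incubation: 37 °C, 20 h exposure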
HEK293 NFkB inh: inhibitors of PMA/ionomycin-induced NF-kB reporter, primary screen, antigen receptor NF-kB inhibitor project, cell-based, HEK-293 luciferase reporter, luminescence; HEK-293 NF-kB luciferase reporter; 0.21% of 62,000 active; inhibition, % at 3 µM; AID 465, 2006;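 active = inhibition above the mean of all tested compounds plus 3 SD, cut at about 40% in these data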;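 also: 0% = stimulated DMSO wells and 100% = 10 µM reference inhibitor 5653914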
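Material: HEK-293 cells with stable firefly luciferase reporter driven by four HIV NF-kB elements / Also added: PMA plus ionomycin mix as NF-kB-activating stimulus / Compound dosing: 3 µM once, 0.30% DMSO / Times: 1 h pretreatment, 16 h stimulation, 37 °C / Signal: luminescence / Evaluation: per-plate % inhibition versus controls / Benchmarks: DMSO and 10 µM reference inhibitor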
SF-1 act: activators of human SF-1, primary screen, cell-based, CHO-K1, Gal4-SF-1 LBD, luciferase luminescence. Steroidogenic factor 1 (Homo sapiens), Q13285. CHO-K1 Gal4-SF-1 LBD luciferase reporter; % increase over DMSO SF-1-specific signal. activation, % at 10 µM. 1.9% of 65,000 active. AID 522, 2006;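 active = activation above the mean activation of all tested compounds plus 3 SD, cut at about 50% in these data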
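material = CHO-K1 cells with Gal4–hSF-1 LBD chimera plus Gal4-driven luciferase | compound = 10 µM single point, 1% DMSO | incubation = 20 h compound exposure at 37 °C after 1 h cell settling | measured by = SteadyLite luciferase luminescence | evaluation = percent activation relative to DMSO median and mock-transfected background | control set = DMSO negative control and −SF1 background wells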
* marks the source's active call; other numbers are inactive results; x = not tested or not shown; [ ] = another dose, or the depositor's remark.

| structure | HEK293 NFkB inh | D1 allo mod | M1 antagonist | SF-1 act | Jurkat viability | NADH coupling | TNAP act mid DEA | tolC growth inh | M1 agonist |
| --- | --- | --- | --- | --- | --- | --- | --- | --- | --- |
| Cn1c(Cc2ccccc2)nnc1SCCC(=O)Nc1ccccc1 | 1.9 | -0.833 | -0.414 | 10.1 | -2.0 | 8.0% | 1 | -6.8 | -0.285 |
| CCOc1ccc(-c2nnc3ccc(SCc4ccc(C(=O)OC)o4)nn23)cc1 | 19.0 | -0.124 | -3.99* | 10.1 | -3.6 | 4.0% | 1 | 49.2 | 0.0458 |
| O=C(CSc1nc2ccccc2s1)NCCCN1CCOCC1 | 14.7 | -0.662 | 0.641 | 9.5 | -0.1 | 7.0% | 0.9 | -9.3 | 0.0029 |
| COc1ccc(Cl)cc1S(=O)(=O)N1CCN=C1C | 17.9 | 0.243 | -0.324 | 16.1 | -0.6 | 7.0% | 1 | -5.8 | -0.864 |
| CC(C)c1nc2sc3c(SCC(=O)NCc4ccco4)ncnc3c2c2c1CCC2 | 13.1 | 13.6* | -0.259 | 1.7 | x | 4.0% | 0.9 | 16.2 | -0.0304 |
| O=C(c1cccc(F)c1)N1CCN(Cc2c[nH]c3ccccc23)CC1 | 21.1 | -1.92 | -0.232 | -4.5 | -6.0 | 11.0% | 1 | -1.7 | -0.46 |
| O=C(NC1(C(F)(F)F)NC(=O)N(CC2CCCCC2)C1=O)c1ccco1 (configuration not stated) | 15.4 | -0.0794 | 0.00602 | 3.3 | -8.9 | 7.0% | 0.9 | 8.6 | -1.17 |
| O=c1c2ccccc2nc2c3ccccc3ncn12 | 13.6 | 2.48 | -0.377 | 27.6 | x | 12.0%[fluoresces] | 0.9 | -4.3 | -0.21 |
| CSc1nc2oc3c(c2c2nncn12)CC(C)(C)SC3 | 2.5 | 5.71* | -0.0124 | -7.5 | -5.0 | 9.0% | 0.9 | -4.4 | 0.0295 |
| CCOc1ccc(-n2c(SCC(=O)NCc3ccco3)nc3c(c2=O)SCC3)cc1 | 16.9 | 0.254 | -1.84 | -8.2 | x | 3.0% | 0.9 | -8.8 | 0.142 |
| C/C(N)=C(/C#N)C(=O)COC(=O)CCSc1ccccc1 | 12.7 | -0.896 | -0.946 | 9.9 | -1.8 | 1.0% | 1.1 | -3.3 | -1.05 |
| O=C(c1n[nH]c(=O)c2ccccc12)N1CCOCC1 | 14.7 | 0.107 | 0.397 | -3.2 | -5.1 | 17.0% | 0.9 | -19.8 | 0.0761 |
| CC1(C)Cc2c(sc(NC(=O)c3ccc(Br)o3)c2C#N)CO1 | x | -2.13 | 0.505 | 62.3* | x | 2.0% | 0.9 | 1.7 | 0.252 |
| COc1ccc(OC)c(S(N)(=O)=O)c1 | -3.5 | x | -0.217 | 12.8 | -10.2 | 0.0% | 0.8 | 10.3 | -0.00535 |
| COC(=O)c1sccc1NC(=O)CN1CCN(c2ccc(F)cc2)CC1 | 10.6 | -1.24 | 0.599 | 9.2 | 4.2 | 2.0% | 0.9 | 53.7 | 0.00544 |
| COc1ccc(CNC(=O)CN(c2cc(C)cc(C)c2)S(=O)(=O)c2c(C)noc2C)cc1 | 10.8 | 0.714 | -0.561 | 17.0 | -2.5 | 8.0% | 0.9 | -10.2 | 0.0299 |
| CCCOc1ccc(C2c3c(oc4ccccc4c3=O)C(=O)N2CCCN2CCOCC2)cc1 (configuration not stated) | -2.8 | 2.3 | 0.123 | 6.2 | -4.4 | 3.0% | 0.9 | 4.5 | -0.587 |
| c1cc(C(c2nnnn2C2CCCCC2)N2CCN3CCCC3C2)ccn1 (configuration not stated) | 7.0 | -1.14 | -1.04 | -1.3 | -6.1 | 4.0% | 1 | -8.7 | -0.126 |
| COC(=O)C1=C(C)Nc2nnnn2C1c1ccc(Cl)cc1Cl (configuration not stated) | 19.8 | 0.859 | -0.00976 | -5.0 | x | 2.0% | 1 | 9.3 | -0.553 |
| CCN1CCCC1CN(Cc1cc2cc(C)ccc2[nH]c1=O)C(=O)Nc1ccccc1OC (configuration not stated) | 7.0 | -1.17 | -0.0285 | -9.2 | 5.9 | 4.0% | 0.9 | -12.1 | 0.238 |
| CCOc1ccc2[nH]c(=O)c(CN(Cc3ccco3)Cc3nnnn3Cc3ccccc3)cc2c1 | 0.7 | -0.331 | 0.0587 | -2.7 | 8.9 | 4.0% | 0.9 | 22.5 | 2.85 |
| COc1ccccc1N1CCN(Cc2nnnn2CCc2ccccc2)CC1 | 5.4 | 0.2 | 0.163 | 12.7 | -5.1 | 4.0% | 0.8 | 26.0 | -0.666 |
| COCc1nnc(NC(=O)c2ccc(NC(C)=O)cc2)s1 | 7.9 | -0.366 | 0.548 | -12.1 | 11.8 | 2.0% | 1 | -17.8 | 0.682 |
| CCC(=O)n1nc(NCc2ccc(OC)c(OC)c2)nc1NCc1ccc(OC)c(OC)c1 | 11.8 | 5.96* | 0.00662 | -8.2 | 8.9 | 4.0% | 0.9 | -0.2 | 0.562 |
| Cc1cc2c(=O)n(NC(N)=O)c(C)nc2s1 | 2.8 | 0.507 | 0.842 | 2.9 | -6.6 | 5.0% | 1 | -16.9 | -0.435 |

Structural class: the entries above with a thiophene ring, fused or not.
| structure | HEK293 NFkB inh | D1 allo mod | M1 antagonist | SF-1 act | Jurkat viability | NADH coupling | TNAP act mid DEA | tolC growth inh | M1 agonist |
| --- | --- | --- | --- | --- | --- | --- | --- | --- | --- |
| CC(C)c1nc2sc3c(SCC(=O)NCc4ccco4)ncnc3c2c2c1CCC2 | 13.1 | 13.6* | -0.259 | 1.7 | x | 4.0% | 0.9 | 16.2 | -0.0304 |
| CC1(C)Cc2c(sc(NC(=O)c3ccc(Br)o3)c2C#N)CO1 | x | -2.13 | 0.505 | 62.3* | x | 2.0% | 0.9 | 1.7 | 0.252 |
| COC(=O)c1sccc1NC(=O)CN1CCN(c2ccc(F)cc2)CC1 | 10.6 | -1.24 | 0.599 | 9.2 | 4.2 | 2.0% | 0.9 | 53.7 | 0.00544 |
| Cc1cc2c(=O)n(NC(N)=O)c(C)nc2s1 | 2.8 | 0.507 | 0.842 | 2.9 | -6.6 | 5.0% | 1 | -16.9 | -0.435 |

New compounds follow.
| structure | HEK293 NFkB inh | D1 allo mod | M1 antagonist | SF-1 act | Jurkat viability | NADH coupling | TNAP act mid DEA | tolC growth inh | M1 agonist |
| --- | --- | --- | --- | --- | --- | --- | --- | --- | --- |
| CCOC(=O)N1CCN(C(=O)C2CCCN(Cc3nc(-c4ccc(Cl)cc4)oc3C)C2)CC1 (configuration not stated) | 31.6 | -2.6 | -3.78* | 15.8 | 48.9* | 7.0% | 1 | 6.8 | 0.482 |
| CCOC(=O)N1CCN(C(=O)c2cn(CCOC)c(=O)c3c2c2ccccc2n3C)CC1 | 9.8 | -0.263 | -0.856 | -0.7 | 3.9 | 8.0%[fluoresces] | 0.9 | -11.7 | -0.07 |
| COc1ccc2[nH]c(=O)c(CN(CCN3CCCC3)C(=O)Nc3ccccc3Cl)cc2c1 | 25.9 | -1.38 | -0.167 | 5.3 | -3.3 | 12.0% | 0.9 | -3.1 | -0.186 |
| Cc1cccnc1-n1c(CCN2C(=O)c3ccccc3C2=O)nc2ccccc2c1=O | 17.4 | -0.0702 | -0.181 | -8.3 | 11.4 | 2.0% | 0.9 | 3.1 | -0.0551 |
| Cn1cnnc1SCC(=O)Nc1sc2c(c1C#N)CCCCC2 | -9.5 | -0.264 | -0.167 | 1.2 | 3.3 | 4.0% | 0.9 | 9.1 | -0.355 |
| O=C(CN1C(=O)C2(OCCO2)c2ccccc21)c1ccc(Cl)cc1 | x | x | -0.0482 | x | x | 2.0% | 0.9 | 0.5 | -0.654 |
| COc1cccc(C2c3c(oc4ccc(Cl)cc4c3=O)C(=O)N2c2cc(C)on2)c1OC (configuration not stated) | 27.8 | -0.0299 | -0.375 | -1.1 | 2.3 | 4.0% | 1 | -3.0 | -0.617 |
| Cc1ccc(CN2C(=O)CCC2C(=O)N2CCN(c3ccc(F)cc3)CC2)cc1 (configuration not stated) | 11.7 | -0.134 | -0.0125 | 2.3 | 0.9 | 6.0% | 1 | -1.9 | -0.73 |
| CCC1CCCCN1CCCNC(=O)CNC(=O)Cn1ccc2ccccc2c1=O (configuration not stated) | 11.3 | -0.284 | 0.0752 | -4.8 | x | 5.0% | 0.9 | -7.3 | -0.578 |
| O=C1c2ccccc2C(=O)N1CSc1ncccn1 | 10.6 | -0.666 | -0.488 | 2.0 | -1.6 | 6.0% | 0.9 | -11.9 | -0.203 |
| O=C(NCc1ccc2c(c1)OCO2)C1CC(=O)N(C2CCCCCCC2)C1 (configuration not stated) | 13.3 | 0.799 | -0.187 | -14.4 | -4.0 | 7.0% | 1 | 4.5 | -0.633 |
| Cc1ccc(Cn2c(Sc3nnc(C)s3)nc3c2c(=O)[nH]c(=O)n3C)cc1 | 6.5 | 2.89 | 0.515 | -4.2 | 1.9 | 1.0% | 0.9 | -4.0 | 1.99 |
| COc1nc(Nc2ccc(-c3nc4ccccc4o3)cc2)nc(N2CCOCC2)n1 | 4.5 | -0.31 | 1.48 | -4.2 | -1.6 | 4.0%[fluoresces] | 0.8 | -12.2 | 0.455 |
| CN1C(=S)SC(C)(C)C1/[N+]([O-])=C/c1cccnc1 (configuration not stated) | 0.7 | 7.51* | 0.00703 | -1.2 | -3.3 | 6.0% | 0.9 | -22.2 | -0.472 |
| CCOC(=O)c1c(C)c(C(=O)Nc2cc(F)ccc2F)c(C)n1C | 16.8 | x | -0.655 | 35.3 | 40.0* | 7.0% | 1 | 3.0 | -0.00897 |
| CC(C)(C)NC(=O)C(Cc1ccccc1)NS(=O)(=O)c1cccc2nsnc12 (configuration not stated) | 14.6 | x | -0.759 | -10.6 | -2.9 | 4.0% | 0.8 | -5.6 | 0.535 |
| CC(=Nc1ccc(C)c(C)c1)C1=C(O)CCC1=O | x | 1.85 | -0.154 | 8.3 | x | 2.0% | 0.7 | 1.6 | -0.807 |
| Cc1ccc(NC(=O)NCCN2C(=O)C3C4C=CC(C4)C3C2=O)cc1 (configuration not stated) | -32.8 | -0.987 | -0.224 | 97.7* | -11.4 | 5.0% | 1 | -16.3 | -0.141 |
| Cc1cc(Cl)ccc1OCCCC(=O)NC1CCN(C)CC1 | 15.3 | -1.96 | -2.87* | 7.5 | -5.3 | 8.0% | 1 | -7.0 | -0.769 |
| CCOC(=O)COn1c(=O)c(-c2cccs2)[n+]([O-])c2ccccc21 | 13.7 | 0.0493 | -0.0764 | 6.7 | 0.8 | 4.0% | 0.9 | 8.4 | 88.4* |
| CCOC(=O)CSc1nnc(-c2ccc(OC)cc2)n1CC | 18.2 | -0.627 | -1.21 | -2.1 | -5.2 | 2.0% | 0.9 | -33.5 | 0.0807 |
| Nc1nnc(SCC(=O)c2ccccc2)s1 | 4.0 | 1.67 | 1.02 | 5.8 | -3.6 | 3.0% | 0.9 | -24.5 | 0.278 |
